Screens: PubChem, several laboratories
Scp-1 inhibitor: Scp-1 phosphatase inhibitors, primary screen, biochemical, colorimetric, uHTS; Carboxy-terminal domain RNA polymerase II polypeptide A small phosphatase 1 (Homo …; Recombinant Scp1, phosphopeptide, malachite green phosphate absorbance; inhibition, % at 20 µM; 0.88% of 340,000 active; AID 493091, 2011;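 active means inhibition above about 50% at 20 µM, limit read from the data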;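 further: plate controls were DMSO wells with enzyme for no effect and wells lacking enzyme for full effect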
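Material – SCP-1 phosphatase catalytic domain, residues 76-261 · Buffer or medium – Acidic Tris acetate buffer with magnesium and detergent · Also added – Phospho 17-mer peptide substrate · Compound – single 20 µM dose, 1% DMSO · Times – 45 min room-temperature reaction, 5 min colour, 30 min stabiliser · Technique – Phosphate-binding colour reagent, absorbance read at 630 nm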
STEP inh: STEP phosphatase inhibitors, primary screen, biochemical, fluorescence intensity, uHTS | AID 588621, 2011 | 0.25% of 360,000 active | inhibition, % at 20 µM | recombinant STEP, OMFP fluorogenic substrate;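 active means inhibition at 20 µM, scaled per plate between control wells, above about 37%, limit read from the data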;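 further: 0% = DMSO with enzyme and substrate and 100% = substrate only without enzyme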
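Also added – OMFP at 25 µM · Test system – STEP tyrosine phosphatase · Technique – FITC-channel fluorescence of OMFP product · Schedule – 20 min at room temperature, dark · Evaluation – control-normalized % inhibition with plate pattern correction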
DNMT1 block: human DNMT1 methyltransferase inhibitors, primary screen, biochemical, molecular beacon, fluorescence, HinP1I cleavage, uHTS | DNA (cytosine-5)-methyltransferase 1 (Homo sapiens), P26358 | inhibition (reported as % activation of signal), % at 10 µM | 0.83% of 360,000 active | AID 588458, 2011; in the data active means inhibition above about 50%
Target sequence (P26358 504-1616 limits assumed): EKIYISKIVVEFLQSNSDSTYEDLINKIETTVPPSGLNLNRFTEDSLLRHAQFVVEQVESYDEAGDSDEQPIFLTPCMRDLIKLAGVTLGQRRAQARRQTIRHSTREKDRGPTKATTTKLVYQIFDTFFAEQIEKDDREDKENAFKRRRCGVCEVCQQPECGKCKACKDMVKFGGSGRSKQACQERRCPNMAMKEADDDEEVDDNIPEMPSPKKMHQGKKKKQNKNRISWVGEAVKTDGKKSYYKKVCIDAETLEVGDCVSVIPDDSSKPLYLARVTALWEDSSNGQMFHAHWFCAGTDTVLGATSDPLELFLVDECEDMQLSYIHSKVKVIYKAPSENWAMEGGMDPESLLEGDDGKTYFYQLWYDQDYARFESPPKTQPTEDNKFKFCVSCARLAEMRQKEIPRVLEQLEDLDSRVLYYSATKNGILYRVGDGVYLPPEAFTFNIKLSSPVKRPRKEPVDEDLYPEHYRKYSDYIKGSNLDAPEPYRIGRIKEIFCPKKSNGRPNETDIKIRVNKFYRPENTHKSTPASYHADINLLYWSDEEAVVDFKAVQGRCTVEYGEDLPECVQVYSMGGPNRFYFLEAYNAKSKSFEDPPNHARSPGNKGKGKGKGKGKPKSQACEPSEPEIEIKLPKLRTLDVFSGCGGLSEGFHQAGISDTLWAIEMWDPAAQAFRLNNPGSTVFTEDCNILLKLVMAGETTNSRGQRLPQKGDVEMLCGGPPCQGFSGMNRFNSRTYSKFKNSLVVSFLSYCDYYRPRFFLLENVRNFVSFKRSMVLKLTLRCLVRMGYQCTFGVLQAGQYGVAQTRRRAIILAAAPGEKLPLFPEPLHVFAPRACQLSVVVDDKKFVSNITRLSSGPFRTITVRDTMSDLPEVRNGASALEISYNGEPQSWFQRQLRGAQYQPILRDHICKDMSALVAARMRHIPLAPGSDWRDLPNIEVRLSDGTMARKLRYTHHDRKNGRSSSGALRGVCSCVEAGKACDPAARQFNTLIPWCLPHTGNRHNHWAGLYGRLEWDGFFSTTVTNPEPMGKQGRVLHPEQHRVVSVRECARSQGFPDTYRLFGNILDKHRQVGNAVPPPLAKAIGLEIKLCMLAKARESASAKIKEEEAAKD
NRP1-CendR mod: modulators of CendR peptide binding to NRP-1, primary screen, biochemical, fluorescence polarization, uHTS. 0.85% of 360,000 active. Neuropilin-1 (Homo sapiens), O14786. AID 602438, 2012. FAM-RPARPAR peptide binding to NRP-1. inhibition, % at 25 µM;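 active means inhibition or corrected inhibition above about 18%, plus a signal ratio from 0.5 to 1.5, limit read from the data, passing the limit was not always enough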; further: strong numbers were not always called active
SUMO1-SIM PPI: modulators of SUMO1 protein-protein interactions, primary screen, biochemical, uHTS; 0.33% of 360,000 active; SUMO1 binding to a labelled peptide, TR-FRET, 1 h; AID 602429, 2012; Small ubiquitin-related modifier 1 (Homo sapiens), P63165; inhibition, % at 20 µM; in the data active means inhibition above about 37%
TbMetRS inhib: T. brucei MetRS inhibitors, primary screen, biochemical, luminescence; purified T. brucei MetRS, ATP depletion, Kinase-Glo luminescence; 0.4% of 360,000 active; methionyl-tRNA synthetase (Trypanosoma brucei brucei); inhibition, % at 11.9 µM;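 active means inhibition above a per-plate cutoff of the control wells' mean inhibition plus 3 SD, cut at about 5.5% in these data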;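 further: 0% = DMSO wells median and 100% = median of wells with control inhibitor compound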
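technique = Kinase-Glo luminescence, ATP depletion format | system = purified MetRS (methionyl-tRNA synthetase) enzyme from Trypanosoma brucei | timing = 15 min preincubation, 2 h reaction, all 25 °C | evaluation = percent inhibition versus plate control medians | dosing = single dose, 11.9 µM final nominal, 0.9% final DMSO | also added = substrates ATP, L-methionine and bulk Escherichia coli tRNA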
LMPTP block: LMPTP phosphatase inhibitors, primary screen, biochemical, fluorescence intensity, uHTS. AID 651560, 2012. 0.22% of 360,000 active. inhibition, % at 20 µM. Low molecular weight phosphotyrosine protein phosphatase (Homo sapiens), P24666. recombinant LMPTP-A, OMFP fluorogenic substrate;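 active means compounds that cut the enzyme signal by at least half of the control window in the single-dose screen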;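 further: plate controls were DMSO wells with enzyme plus substrate for no effect and substrate without enzyme for full effect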
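Test system – LMPTP-A enzyme · Amount – LMPTP-A at 0.625 nM final in the reaction · Buffer or medium – Bis-Tris pH 6.0, DTT, detergent · Reagent – OMFP 400 µM · Doses – single 20 µM dose · Schedule – reaction 50 min, room temperature, dark · Detection – fluorescence intensity of OMFP turnover product · Evaluation – percent inhibition versus substrate-only and uninhibited controls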
SKN-1 block: suppressors of acrylamide-induced Pgst-4::GFP reporter in worms, primary screen, SKN-1 inhibitor project, whole organism, uHTS, GFP/RFP fluorescence ratio, strain VP596; C. elegans VP596 Pgst-4::GFP/RFP ratio, 24 h; 0.49% of 360,000 active; inhibition, % at 21.8 µM;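 active means interference check ratio from 0.5 to 1.5 plus GFP to RFP signal ratio inhibition reaching or exceeding a fixed threshold, cut at about 30% in these data, passing the limit was not always enough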; further: some compounds called inactive have numbers as strong as hits
NadD block: inhibitors of S. aureus NadD, primary screen, biochemical, colorimetric, uHTS | Nicotinate-nucleotide adenylyltransferase NadD (Staphylococcus aureus N315) | purified NadD enzyme, colorimetric absorbance read-out | inhibition, % at 20 µM | 0.78% of 360,000 active; in the data active means inhibition above about 26%; further: some compounds past the cut are filed as inactive
Neddylation inh: inhibitors of cullin neddylation, primary screen, biochemical, TR-FRET, uHTS, NAE and Ubc12; calls only at 25 µM; NEDD8-conjugating enzyme Ubc12 (Homo sapiens) + NEDD8-activating enzyme E1 regulatory …; AID 651699, 2012; 0.58% of 360,000 active; in the data active means inhibition above about 36%
* = called active by the depositor; i = inactive; / = not tested or not shown.

#	Compound	Scp-1 inhibitor	STEP inh	DNMT1 block	NRP1-CendR mod	SUMO1-SIM PPI	TbMetRS inhib	LMPTP block	SKN-1 block	NadD block	Neddylation inh
1	C[N+]12CCCCC1[C@@H](CO)CCC2 (stereo partly specified)	55*	1	1	4	-5	0.1	-0.3	-7	9	i
2	CCN(CC)C(=O)CSc1nnc([C@@H](NC(=O)OC(C)(C)C)C(C)C)o1	11	-5	3	14	0	-1.9	-0.7	-30	-3	i
3	Cc1cc(C)c2c(=O)[nH]n(C3CC(C)N(C)CC3C)c2n1 (stereo unspecified)	-4	-2	1	-1	-2	-0.1	-0.6	0	-4	i
4	COCCN(CC(=O)Nc1cccc(C)c1C)C(=O)Cc1ccsc1	-2	-1	1	0	-1	-0.4	0.6	5	-5	i
5	CC(C)(C)C1CCC(C(=O)NCC(c2cccs2)N2CCOCC2)CC1 (stereo unspecified)	1	-2	3	-10	-2	-0.6	-0.4	4	-4	i
6	CN(C)c1c(F)cc(C(=O)NCc2ccccc2)cc1F	-5	2	0	2	-1	-0.1	-0.9	26	7	i
7	O=C(NCCN1CCCCCC1)C1CCCN1S(=O)(=O)c1cccc2nsnc12 (stereo unspecified)	-6	2	3	-13	-24	-1.2	6.3	-17	-1	i
8	CCCOC(=O)c1ccc(-c2ccc(C=O)o2)cc1	0	-2	4	-10	-20	-0.3	-0.6	-22	0	i
9	CCOC(=O)C1(C)CCN1C(=O)c1oc2ccccc2c1C (stereo unspecified)	/	-1	2	2	-1	-0.5	-1.4	4	0	i
10	O=C(CCc1c[nH]c2ccccc12)N1CCN(S(=O)(=O)c2ccccc2)CC1	-5	2	-1	-15	6	-0.1	0.1	3	-6	i
11	CC(C)C[C@H]1CNC(=O)C(=O)N1C[C@@H]1CCCN1C[C@H](Cc1ccccc1)N1C[C@H](Cc2ccccc2)N(CC2CCCCC2)C(=O)C1=O	/	/	/	3	5	-0.4	0.8	5	26	i
12	Cc1c(/C=N\NC(=O)c2cc3ccccc3o2)c2ccccc2n1C	-6	0	-1	0	-3	-0.3	0.8	7	-1	/
13	COc1ccc(N2CCN(CCNC(=O)c3c(C)cc(=O)oc3C)CC2)cc1	-6	-3	3	10	-3	-0.1	-1.7	6	-2	i
14	CNc1cncc(-c2cc(OC)c(OC)c(OC)c2)n1	/	0	2	-10	-14	-0.3	-1.1	6	4	/
15	CCOC(=O)C1CCCN(C(=O)c2sc3nc(C)nc(N(CC)CC)c3c2C)C1 (stereo unspecified)	-6	-1	1	-4	-1	-0.6	0.3	1	2	i
16	CC1CCN(S(=O)(=O)c2ccc(S(=O)(=O)N3CCC4(CC3)OCCO4)cc2)CC1	-12	-6	39	9	2	-0.3	-2.8	1	-5	i
17	CC(CN1C(C)CCCC1C)OC(=O)c1cccc(Br)c1 (stereo unspecified)	-2	-2	2	-4	-3	-0.5	-1.1	-8	0	i
18	Cc1ccc(CNC(=O)CCNC(=O)Cn2ccc3ccccc3c2=O)o1	-9	1	2	-2	-1	-0.2	-0.2	-20	1	i
19	O=C(Cn1nc(-c2ccccc2)c2ccccc2c1=O)NN1CCOCC1	-3	-4	2	1	11	-0.7	-2.4	2	-2	i
20	CN(c1ccccc1)S(=O)(=O)c1cc(C(=O)NCCCn2ccnc2)ccc1Cl	-9	-1	3	16	-3	-0.2	-4.0	10	6	i
21	Nc1nc2c(s1)C(=O)CC(c1ccccc1)C2 (stereo unspecified)	-3	0	0	2	-2	-0.5	-0.3	17	2	i
22	CCOC(=O)Cn1nc(Cc2ccccc2)c2ccccc2c1=O	-5	0	-4	2	-2	-0.9	-1.0	15	-3	i
23	COc1cc(/C=C/C(=O)NCc2nc3ccccc3[nH]2)cc(OC)c1OC	-4	1	-6	5	-13	0.8	1.2	11	0	i
24	CC1CCN(C(=O)CSc2nc(C3CC3)nc3ccccc23)CC1	-7	4	-2	9	4	-0.3	0.5	-3	3	i
25	Cc1nnc(Sc2c(N)n(C)c(=O)[nH]c2=O)s1	-2	0	-5	-3	0	0.0	0.5	-4	-5	i
26	CCOC(=O)C1CN(C(=O)OCC)CC1=NNC(N)=O (stereo unspecified)	/	2	5	1	-4	-0.1	0.5	2	-1	i
27	CC(C)(C)Nc1nc(Cl)nc(NC2CCCCC2)n1	-7	1	1	10	6	-0.3	0.3	-14	2	i
28	Cc1cc(/C=N/NC(=O)c2ccncc2)c(C)n1-c1ccccc1	-3	-1	1	3	-4	-0.8	0.3	3	4	i
29	O=C(NCc1ccccc1)c1cc2ccccc2o1	-5	-7	0	-4	4	0.0	0.7	19	-2	i
30	OCC#CCSc1nnc(-c2ccc(Br)cc2)o1	0	2	-7	6	4	0.5	0.1	1	-5	i
31	COc1ccc(CC(=O)N2N=C(C)CC2(O)C(F)(F)F)cc1 (stereo unspecified)	-2	1	-3	0	6	0.2	-0.8	8	1	i
32	COc1ccc(CCNC(=O)C2CCN(C(=O)c3ccc(OC)c(OC)c3)CC2)cc1	7	-2	2	5	1	-1.5	-0.8	-10	-5	i
33	O=C(O)CSc1cc(NS(=O)(=O)c2ccc(Br)cc2)c2ccccc2c1O	-8	7	23	8	23	0.7	5.0	3	3	i
34	COc1ccc(-c2noc(=O)n2Cc2ccc(F)cc2Cl)cc1	-12	3	-1	19	0	0.0	1.0	9	-5	i
35	COc1cccc(OCC(=O)NNC(=O)c2ccc3ccccc3c2)c1	-2	2	3	17	1	2.8	-0.1	5	-4	i
36	O=C(COC(=O)c1cc(S(=O)(=O)N2CCOCC2)ccc1Cl)NCc1ccc2c(c1)OCO2	-1	5	-2	-13	3	-0.5	1.5	-11	14	i
37	O=C(Nc1ccc(Cl)cc1C(F)(F)F)C(Sc1cccc[n+]1[O-])c1ccccc1 (stereo unspecified)	-3	2	-3	10	4	-0.4	-0.4	-3	-3	i
38	COc1ccccc1NC(=O)Cc1noc(CSc2nnc(N)s2)n1	-7	-8	-1	-1	1	-1.2	-1.0	-12	1	i
39	Cn1c(=O)c(=O)n(C)c2cc(S(=O)(=O)NCc3ccc(Cl)cc3)ccc21	-21	0	4	0	0	0.5	-0.2	2	-3	i
40	CC(C)(C)n1nnnc1C(c1ccccc1)N1CCN(c2ccccn2)CC1 (stereo unspecified)	/	/	/	6	1	-0.7	0.7	14	-7	i
41	C=CCn1c(O)c(N=NC(=O)OCC)c2ccccc21	-12	2	1	3	-22	0.2	-0.4	16	1	i
42	COc1ccc(-c2cc(C(=O)NCC3CCCO3)on2)cc1OC (stereo unspecified)	-5	3	1	5	2	0.4	-0.3	10	-2	i
43	Cc1nc(C)c(C(=O)OCC(=O)N(C)c2ccccc2)s1	-2	-1	3	-8	3	-0.3	-2.9	5	-5	i
44	COc1ccc(N=Cc2nc(-c3ccccc3)oc2OC(=O)c2ccccc2)cc1	-4	2	3	6	13	-0.5	-0.2	14	-2	i
45	CC(C)CN(C(=O)CN1C(=O)C2CCCCC2C1=O)c1c(N)n(Cc2ccccc2)c(=O)[nH]c1=O (stereo unspecified)	-9	-2	-1	4	3	-0.4	-0.4	10	-1	i
46	O=S1(=O)c2ccc(Br)cc2N2CCC[C@@H]2CN1Cc1ccccc1	-5	-2	3	6	-3	0.5	2.0	6	-11	i
47	Cc1[nH]n(-c2cccc3ccccc23)c(=O)c1/C=N/c1sc2c(c1C#N)CCC2	2	2	10	-26	14	-1.7	0.1	-11	3	i
48	Cc1cc(C)c(COc2ccc(/C=N/n3c(C)n[nH]c3=S)cc2)c(C)c1	-2	1	-3	9	2	-0.6	1.0	3	2	i
49	COc1ccc(C(=O)Nc2ccc(Cl)cc2F)cc1S(=O)(=O)N1CCCC1	-6	-1	-2	-1	5	-0.3	-0.9	-2	-1	i

In the list so far, these contain an aryl thioether with sulfur outside any ring:
#	Compound	Scp-1 inhibitor	STEP inh	DNMT1 block	NRP1-CendR mod	SUMO1-SIM PPI	TbMetRS inhib	LMPTP block	SKN-1 block	NadD block	Neddylation inh
2	CCN(CC)C(=O)CSc1nnc([C@@H](NC(=O)OC(C)(C)C)C(C)C)o1	11	-5	3	14	0	-1.9	-0.7	-30	-3	i
24	CC1CCN(C(=O)CSc2nc(C3CC3)nc3ccccc23)CC1	-7	4	-2	9	4	-0.3	0.5	-3	3	i
25	Cc1nnc(Sc2c(N)n(C)c(=O)[nH]c2=O)s1	-2	0	-5	-3	0	0.0	0.5	-4	-5	i
30	OCC#CCSc1nnc(-c2ccc(Br)cc2)o1	0	2	-7	6	4	0.5	0.1	1	-5	i
33	O=C(O)CSc1cc(NS(=O)(=O)c2ccc(Br)cc2)c2ccccc2c1O	-8	7	23	8	23	0.7	5.0	3	3	i
37	O=C(Nc1ccc(Cl)cc1C(F)(F)F)C(Sc1cccc[n+]1[O-])c1ccccc1 (stereo unspecified)	-3	2	-3	10	4	-0.4	-0.4	-3	-3	i
38	COc1ccccc1NC(=O)Cc1noc(CSc2nnc(N)s2)n1	-7	-8	-1	-1	1	-1.2	-1.0	-12	1	i
